HCV inhibitor: blocks hepatitis C virus | Huh7.5.1 HCVcc-Cre infection, luciferase reporter, 44 h | Potency, µM (highest dose often 41.8 µM), inactives show at the highest dose activity change, negative = inhibition, hits mostly inhibitors | hit rate 3.4% among 340,000; also: potency is read from the fitted curve at half-maximal effect
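Cells (1,000/well) were plated 4 h before compound, then infected with HCVcc-Cre virus (~0.5 moi). After 44 h further culture, infection was read as luciferase luminescence following a 15 min substrate incubation at room temperature.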
AmpC inh no detg: blocks E. coli AmpC beta-lactamase in detergent-free assay; AmpC nitrocefin hydrolysis, absorbance 480 nm, 0.0001% Triton; Potency, µM (top dose mostly 57.1 µM), for inactives: at the top dose activity change, negative = inhibition, usual class: inhibitors; hit rate 0.52% among 330,000;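 also: potency is read from the fitted curve at half-maximal effect; plate controls were no compound for no effect and no enzyme for full effect; nearly all actives have a fitted effect of over 20% in size; some results filed as inactive show a strong effect at the top dose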
Target sequence (P00811 whole entry, looked up): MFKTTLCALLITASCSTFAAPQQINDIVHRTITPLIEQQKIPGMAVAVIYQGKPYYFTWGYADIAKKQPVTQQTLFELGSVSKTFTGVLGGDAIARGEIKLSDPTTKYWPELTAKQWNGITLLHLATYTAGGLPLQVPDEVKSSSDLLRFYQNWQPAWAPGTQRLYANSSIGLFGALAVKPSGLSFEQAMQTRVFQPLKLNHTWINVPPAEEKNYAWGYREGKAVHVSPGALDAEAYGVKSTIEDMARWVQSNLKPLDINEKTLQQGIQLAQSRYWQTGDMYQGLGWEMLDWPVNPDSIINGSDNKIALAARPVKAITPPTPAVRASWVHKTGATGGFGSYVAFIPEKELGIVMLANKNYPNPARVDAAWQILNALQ
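20 mM phosphate pH 7.0 + 0.01% (detergent screen) or 0.0001% Triton X-100; 5.3 nM AmpC reagent; cpd preinc 15 min RT; nitrocefin (800 uM stock) to start; A480 q20 s × 4 min; Activity was normalised to no-enzyme and no-compound control wells.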
AmpC detergent: inhibitors of E. coli AmpC beta-lactamase with detergent; AmpC hydrolysis of nitrocefin, absorbance 480 nm, 0.01% Triton; Potency, µM (top dose mostly 114 µM), for inactives: at the top dose activity change, negative = inhibition, usual class: inhibitors; P00811; hit rate 0.041% among 370,000;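 also: potency is read from the fitted curve at half-maximal effect; 0% = no-compound wells and -100% = no-enzyme wells; nearly all actives have a fitted effect of over 25% in size; some results filed as inactive show a strong effect at the top dose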
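AmpC (5.3 nM in the dispensed reagent) in 20 mM phosphate pH 7.0 with 0.01% (detergent screen) or 0.0001% Triton X-100 was preincubated with compounds for 15 min at room temperature. Nitrocefin was then added from an 800 uM solution, and hydrolysis was followed at 480 nm.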
Tb PYK inh: blocks Trypanosoma brucei pyruvate kinase | Q57TT1 | TbPYK enzyme, Kinase-Glo Plus ATP luminescence, 45 min | Potency, µM (titrated, usually from 76.8 µM), for inactives: top-dose activity, negative = inhibition, usual class: inhibitors | hit rate 0.12% among 410,000 | AID 624173; also: potency is read from the fitted curve at half-maximal effect; nearly all actives have a fitted effect of over 50% in size
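Readout: single end-point luminescence (Kinase-Glo Plus, 10 min). Reaction conditions were TbPYK/substrate plus 130 uM ADP, 45 min at RT, pH 7.2 TEA buffer. No-enzyme wells served as controls, and data were normalized before concentration-response fitting.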
LmPK inh: LmPK (Leishmania mexicana) enzyme inhibition; Q27686; purified LmPK, Kinase-Glo ATP luminescence, 1 h; Potency, µM (titrated, usually from 57.5 µM), for inactives: top-dose activity change, negative = inhibition, hits mostly inhibitors; hit rate 0.37% among 290,000; also: potency is read from the fitted curve at half-maximal effect
Target sequence (Q27686 whole entry, looked up): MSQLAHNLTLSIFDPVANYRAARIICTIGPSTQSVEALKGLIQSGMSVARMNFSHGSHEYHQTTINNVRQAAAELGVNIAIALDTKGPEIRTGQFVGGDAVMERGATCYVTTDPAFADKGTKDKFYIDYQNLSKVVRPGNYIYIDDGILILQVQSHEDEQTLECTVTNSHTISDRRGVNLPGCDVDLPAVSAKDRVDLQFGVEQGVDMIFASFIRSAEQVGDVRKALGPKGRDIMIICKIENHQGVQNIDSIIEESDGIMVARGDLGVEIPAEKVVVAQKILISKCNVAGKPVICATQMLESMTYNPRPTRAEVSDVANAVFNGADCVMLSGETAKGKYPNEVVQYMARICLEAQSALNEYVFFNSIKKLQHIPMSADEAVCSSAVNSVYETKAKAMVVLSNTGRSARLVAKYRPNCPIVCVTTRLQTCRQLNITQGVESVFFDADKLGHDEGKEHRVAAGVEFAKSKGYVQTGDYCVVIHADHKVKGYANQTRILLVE
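qHTS format; LmPK 0.1 nM; substrates PEP 0.5 mM and ADP 0.1 mM. One-hour room-temperature incubation, then coupled luciferase luminescence; 0.5 nM enzyme wells mark activation.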
HCMV inh: human cytomegalovirus inhibition; HFF cells, HCMV-luciferase reporter, 72 h; stronger effect = lower value; activity change, negative = inhibition, % at 57.5 µM; hit rate 4.5% among 410,000; AID 1259415; in the data active = activity change below about -60%; inconclusive = no clear call, values can overlap the other calls; inactive = above about -39%
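Compounds were evaluated in HFFs infected with an HCMV luciferase reporter virus (MOI 1 PFU/cell). Luciferase in lysates collected 72 h post infection served as the replication measure.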
AMA1-RON2 inh: AMA1-RON2 (P. falciparum) interaction inhibition. Potency, µM (top dose mostly 58.2 µM), without a hit: at the top dose activity change, negative = inhibition, hits mostly inhibitors. AID 720542. AlphaScreen AMA1-biotinylated RON2 peptide binding. hit rate 0.2% among 360,000;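 also: potency is read from the fitted curve at half-maximal effect; 0% = vehicle wells and -100% = peptide control; nearly all actives have a fitted effect of over 45% in size; some results filed as inactive show a strong effect at the top dose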
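AMA1 (3D7) with his tag at 25 nM final met compounds first, then biotinylated RON2 peptide at 25 nM; detection used donor plus acceptor beads, 10 µg/mL apiece, read by AlphaScreen after 30 min at room temperature.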
* hit, by the source's call; ? = inconclusive; . = no result given; & = joins results of further samples; ! = not confirmed by another sample; [ ] = dose if it differs, or a comment. Unless noted, calls follow the shape of the dose curve; as a rule, active = well fitted curve in the direction sought with a large enough effect; inconclusive = small, poorly fitted or top-dose-only effect, or another doubt; inactive = no such curve, though single readings can be large; an effect the other way counts as inactive or inconclusive. Unless noted, % is scaled to controls: 0 for no effect and ±100 for the full control effect.

Screens in order: LmPK inh	Tb PYK inh	HCMV inh	AmpC detergent	AMA1-RON2 inh	AmpC inh no detg	HCV inhibitor
Cn1c(N)c(N2CCN(c3ccccc3)CC2)c(=O)[nH]c1=O
  4%	2%	4	0%	-13%	-14%	0%
Cc1c(C(=O)OCc2nc3scc(-c4ccccc4)c3c(=O)[nH]2)cccc1[N+](=O)[O-]
  3%	-1%	?	3%	-6%	-32%	?
O=C(CCCN1C(=O)c2ccccc2C1=O)NCc1cccnc1
  -11%	-10%	33	-1%	-11%	-21%	10%
Cc1ccc(SCCC(=O)OCn2nnc3ccccc3c2=O)cc1
  0%	3%	-26	4%	7%	-23%[11.4 µM]	12%
CC1CC(C)CN(CC(=O)N2CCOCC2)C1 (stereo not drawn)
  0%	18%	-22	1%	-23%	-14%	14%
COc1ccc(NC(=O)c2cc(-c3ccc(F)cc3)no2)cc1OC
  .	1%	-4	14%	.	.	.
COc1ccc(C(=O)NNC(=O)C23CC4CC(CC(C4)C2)C3)cc1OC
  .	-3%	-11	-3%	0%	-21%	1%
CCC1Oc2ccccc2N(CC(=O)Nc2ccc3c(c2)OCCO3)C1=O (stereo not drawn)
  2%	7%	25	?	-1%	-25%	5%
CCOC(=O)c1c(C)n(-c2ccccc2)c2ccc(O)cc12
  4%	-1%	?	-4%	9%	50%	10µM*
O=C(CCSCc1ccccc1Cl)NC1CCCC1
  -2%	4%	-32	?	-15%	-14%	29%
CCOc1ccc(-n2c(SCC(N)=O)nc3c([nH]c4ccccc43)c2=O)cc1
  4%	3%	-16	-11%	60%[activator]	-23%	1%
CCCc1ccc(C(=O)NNC(=O)c2ccc(Br)cc2)cc1
  -7%	-11%	3	-4%	8%	-26%	-5%
O=C(CCC1CCCC1)NCCS(=O)(=O)N1CCN(c2ccccc2)CC1
  .	-10%	-19	?	0%	13%	-21%
COc1ccc2c(c1)CCc1c(C(=O)NCc3cccnc3)noc1-2
  3%	-2%	16	-1%	-4%	2%	5%
COCCNC(=O)C1(C)CCN(C(=O)C2(c3ccc(Cl)cc3)CCCC2)C1 (stereo not drawn)
  .	-8%	-37	.	9%	.	.

Going on with the list:
Screens in order: LmPK inh	Tb PYK inh	HCMV inh	AmpC detergent	AMA1-RON2 inh	AmpC inh no detg	HCV inhibitor
CC1CCCN(C(=O)C2CCN(S(=O)(=O)c3cccs3)CC2)C1 (stereo not drawn)
  .	4%	-23	0%	7%	6%	5%
Nc1ccc(S(=O)(=O)O)cn1
  -3%&0%&0%	1%&0%&2%	-69*!	-4%&-6%&-10%	0%&14%&4%	-12%&-2%&-11%	?
COC(=O)C1=C(C(=O)OC)[C@@H]2N(C)c3ccccc3[C@@]23C[C@@H](C(=O)OC)N=C3N1
  0%[11.5 µM]	5%	-2	0%	-1%	3%	18%
ClCC1=Nc2ccccc2Cc2ccccc21
  .	0%	?	.	-25%	.	-10%
CCN1CCN(C(=O)c2ccc3c(c2)N(Cc2cccc(Cl)c2)C(=O)c2ccccc2S3(=O)=O)CC1
  .	1%	-65*	3%	.	.	.
CCCCOc1ccc(S(=O)(=O)NNC(=O)C2Cc3c(ccc4ccccc34)O2)cc1 (stereo not drawn)
  -1%	-2%	6	-5%	4%	40%	?
Cc1cccc(NC(=O)CCN2C(=O)c3cccc([N+](=O)[O-])c3C2=O)c1
  -2%	3%	93	?	-2%	-14%	6%
C[C@H](NC(=O)C1CCN(S(=O)(=O)c2ccccc2)CC1)C(=O)NCc1ccc(Cl)cc1Cl
  3%	-2%	18	0%	5%	105%[activator]	?
COc1ccc(-n2c(/C=C/c3cccc(F)c3)nc3ccccc3c2=O)c(OC)c1
  -4%	-1%	4	0%	6%	-10%	1%
COc1ccc(N(CC(=O)N2CCCCCC2)S(=O)(=O)c2ccc(OC)c(OC)c2)cc1
  0%	5%	6	-10%	-7%	113%[activator]	6%
CCOC(=O)N1CCC(n2c(SCC(=O)Nc3ccccc3OC)nc3ccccc3c2=O)CC1
  -2%	5%	?	-13%	-5%	75%[activator]	?
O=C(/C=C/c1ccccc1)Nc1ccc(NC(=O)c2cccs2)cc1
  4%	2%	29	5%	4%	-39%	-13%
CCn1c(=O)c2sccc2n(Cc2ccccc2)c1=O
  3%	-2%	.	0%	-2%	-6%	11%
CN(C)C(=O)c1ccc(-c2nnc(NCc3ccccc3)c3ccccc23)cc1
  3%	1%	-40	6%	5%	-19%	4%
C[C@H]1COC(=O)CCCC/C=C\C[C@H](CC(=O)N(CCO)Cc2ccccc2)C(=O)N1
  .	2%	-2	.	0%	29%	-1%

Remaining list, next part
Screens in order: LmPK inh	Tb PYK inh	HCMV inh	AmpC detergent	AMA1-RON2 inh	AmpC inh no detg	HCV inhibitor
CCn1ncc(CN2CCC(Oc3ccc(C(=O)N4CCCC4)cc3)CC2)c1C
  0%	-13%	10	3%	-2%	-9%	12%
Fc1ccccc1OCCSc1nc2ccccc2o1
  8%	-1%	-3	?	113%[activator]	-27%	-2%
Cc1ccnn1CCC(=O)N1CCCC(Nc2ccc(F)c(F)c2)C1 (stereo not drawn)
  8%	-14%	-12	9%	25%	36%	0%
COc1cccc(/C=N/Nc2snc(SC)c2C#N)c1
  -6%	?	6	1%	33%[activator]	-38%	-31%
COCc1c(C(=O)Nc2nnc(C3CC3)s2)oc2ccccc12
  .	4%	12	.	2%	.	.
O=C(CN1CCN(Cc2ccc(F)cc2)C1=O)NCc1ccccc1
  .	-6%	22	12%	.	.	.
COc1ccc(-c2noc(-c3ccccc3C(=O)NCC3CCCO3)n2)cc1 (stereo not drawn)
  -5%	1%	21	3%	3%	25%	-19%
COc1cccc(C(O)c2nc(-c3cnn(C)c3)cs2)c1 (stereo not drawn)
  .	-1%	-1	.	-1%	.	.
COc1cc(C2C3C(=O)N(Cc4ccccc4)C(=O)C3ON2c2ccccc2)cc(OC)c1OC (stereo not drawn)
  2%	4%	-18	-21%	1%	73%[activator]	-22%
Cc1cc(C)n(C2CCCCC2OC(=O)c2ccccc2F)n1 (stereo not drawn)
  -4%	1%	-5	-5%	-7%	23%	7%
CC(C)c1ccc(C(=O)NC(=S)Nc2ccc3[nH]c(=O)[nH]c3c2)cc1
  -2%	0%	0	1%	29%	8.9µM*	?
COCCN(Cc1cc2cc(C)ccc2n2nnnc12)C(=S)Nc1ccc(OC)cc1
  .	-4%	-13	.	12%	.	-18%
Cc1ccc(N(CC(=O)NCc2ccccc2Cl)S(=O)(=O)c2cccs2)cc1
  0%	2%	?	1%	-2%	-30%	7%
CCN(CC)S(=O)(=O)c1ccc(C(=O)Nn2cnnc2)cc1
  8%	6%	-34	0%	11%	-10%	11%
COc1ccc(C)cc1NC(=O)c1ccc(NS(=O)(=O)c2cccc3cccnc23)cc1
  -4%	-5%	0	-4%	31%[activator]	-20%	?

Further compounds follow:
Screens in order: LmPK inh	Tb PYK inh	HCMV inh	AmpC detergent	AMA1-RON2 inh	AmpC inh no detg	HCV inhibitor
Cc1cc(C)c(NC(=O)C(C)c2cccc(C(=O)c3ccccc3)c2)c(C)c1 (stereo not drawn)
  5%	-4%	16	-13%	1%	-57%	?
CCCCOc1ccc(C2=NC(c3ccncc3)=Nc3ccc(OCC)cc3N2)cc1
  .	5%	-14	20%	.	.	.
CCc1ccccc1NS(=O)(=O)c1ccc2c(c1)CC(=O)N2
  .	-13%	-4	0%	.	.	.
Cn1c2ccccc2c(=O)c2c(=O)n(C3CCCCC3)c(-c3ccco3)nc21
  2%	-6%	-63*	-8%	0%	-30%	?
Cn1cccc1Cc1nnc(SCC(=O)Nc2cccc(Cl)c2)n1-c1ccc(F)cc1
  3%	6%	-1	-4%	0%	20%	1%&-22%
COc1ccccc1NC(=O)Cn1cc(C(=O)C2CC2)c2ccccc21
  -3%	1%	51	?	-3%	-29%	-11%
COc1ccccc1N1CCN(C(c2ccc(Cl)cc2)c2nnnn2C(C)(C)C)CC1 (stereo not drawn)
  0%	4%	-66*	?	-13%	4%	?
O=S(=O)([N-]c1nc2ccccc2nc1-[n+]1ccccc1)c1ccccc1
  -3%	-20%	-1	?	-9%	-4%	16%
CCC(C)C(N=C1NS(=O)(=O)c2ccccc21)C(=O)N1CCC(C)CC1 (stereo not drawn)
  .	-2%	-15	0%	-11%	-8%	-16%
COc1cccc(C(=O)NCCOc2cc(C)cc(C)c2)c1
  0%	1%	6	?	0%	-15%	2%
Oc1ccc(C=NCC2COc3ccccc3O2)cc1 (stereo not drawn)
  -6%	1%	2	-20%	-10%	-16%	2%
CC(=O)C1=C(O)C(=O)N(c2nccs2)C1c1ccccc1F (stereo not drawn)
  2%	4%	6	5%	3%	-2%	-20%
CC(=S)c1c(C)cc2cc(C)ccn12
  0%	0%	-13	-3%	?	-15%	0%
O=C(C1CCCN(S(=O)(=O)c2ccc(Cl)cc2)C1)N1CCCC1 (stereo not drawn)
  3%	-5%	-12	-3%	14%	-2%	-8%
O=C(OCCN1CCCCC1)c1ccccc1F
  7%	-2%	-17	?	-13%	-15%	30%

Rewritten with each value named: entries from further up
CCc1ccccc1NS(=O)(=O)c1ccc2c(c1)CC(=O)N2
  LmPK inh = .	Tb PYK inh = -13%	HCMV inh = -4	AmpC detergent = 0%	AMA1-RON2 inh = .	AmpC inh no detg = .	HCV inhibitor = .

Cn1c2ccccc2c(=O)c2c(=O)n(C3CCCCC3)c(-c3ccco3)nc21
  LmPK inh = 2%	Tb PYK inh = -6%	HCMV inh = -63*	AmpC detergent = -8%	AMA1-RON2 inh = 0%	AmpC inh no detg = -30%	HCV inhibitor = ?

Cn1cccc1Cc1nnc(SCC(=O)Nc2cccc(Cl)c2)n1-c1ccc(F)cc1
  LmPK inh = 3%	Tb PYK inh = 6%	HCMV inh = -1	AmpC detergent = -4%	AMA1-RON2 inh = 0%	AmpC inh no detg = 20%	HCV inhibitor = 1%&-22%

Next part.
Screens in order: LmPK inh	Tb PYK inh	HCMV inh	AmpC detergent	AMA1-RON2 inh	AmpC inh no detg	HCV inhibitor
O=C(CSc1ccc(-c2ccco2)nn1)N1CCCC1
  -13%	-20%	9	-7%	-3%	-18%	-1%
COc1cccc(NC(=O)CN(C)C(=O)c2oc3c(ccc4ccccc43)c2C)c1
  .	1%	-8	?	-13%	31%	0%
CCOC(=O)[C@]12Cc3ccc(C)cc3[C@H]1N(C1CCCCC1)C(=O)c1ccccc12
  .	1%	-101*	.	-1%	.	.
Cc1ccc(C(=O)NCc2ccco2)o1
  -3%	-4%	-3	3%	-12%	-7%	17%
COc1ccc2nc(C)cc(NCCN3CCOCC3)c2c1
  7%	0%	-22	-5%	-13%	-22%	1%
CCc1c(O)nc(SCc2nc3ccccc3c(=O)[nH]2)[nH]c1=O
  3%	-4%	-1	0%	6%	-20%	17%

Compound activity as filed in PubChem.
